# VEEV TC-83 Vero – inhibitors of VEEV TC-83 cytopathic effect, confirmation, Vero cells (AID 588727); Vero cells, VEEV TC-83 cytopathic effect inhibition; higher % means a stronger effect; inhibition, % at 20 µM; hits with a dose series show IC50 in µM; actives 0.13% (n = 350,000); in the data active = a potency from the dose series; inconclusive = inhibition mostly from about 14% at the one dose, without a potency; inactive = the rest, 99 in 100 with inhibition below about 12%; note: strong numbers were not always called active
# M. tuberculosis HTS – M. tuberculosis growth inhibition, HTS (AID 449762); inhibition, % at 25 µM, or IC50 in µM where a hit was titrated; M. tuberculosis H37Rv growth inhibition, 7H9 media; higher % means a stronger effect; actives 0.59% (n = 330,000); in the data active = a potency from the dose series; inconclusive = inhibition above about 70% without an active follow-up result;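 note: bacterial growth assessed after seven days of incubation; strong numbers were not always called active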
# influenza NS1A – H1N1 influenza NS1A inhibitors, functional cell based assay (AID 504329) | NS1A functional cell-based assay, percent inhibition; higher % means a stronger effect | inhibition, % at 12.5 µM, or IC50 in µM where a hit was titrated | actives 0.3% (n = 340,000); in the data active = a potency from the dose series; inconclusive = inhibition above about 27% without an active follow-up result; note: strong numbers were not always called active
# M. tuberculosis – growth inhibition of non-replicating M. tuberculosis (AID 488890); Mycobacterium tuberculosis non-replicating, growth inhibition; higher % means a stronger effect; inhibition, % at 25 µM, or IC50 in µM where a hit was titrated; actives 0.39% (n = 320,000); in the data active = a potency from the dose series; inconclusive = inhibition mostly from about 82% at the one dose, without a potency; inactive = the rest, 99 in 100 with inhibition below about 76%;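 note: plate controls were DMSO cells for no effect and high antibiotic wells for full effect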
# Salmonella PhoP GFP – Inhibition of PhoP regulon, Salmonella typhi GFP reporter cells, confirmation, 4 h (AID 1850); one-dose inhibition, % at 50 µM; IC50 in µM for titrated hits; Salmonella Typhi PhoP-promoter GFP reporter, fluorescence, 4 h; higher % means a stronger effect; actives 0.33% (n = 310,000); in the data active = a potency from the dose series; inconclusive = inhibition mostly from about 25% at the one dose, without a potency; inactive = the rest, 99 in 100 with inhibition below about 19%;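 note: 0% = induced wells with vehicle and 100% = uninduced wells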
# VEEV TC-83 Vero 10K pilot screen – also measured in VEEV TC-83 Vero; calls as there; inhibition, %; measured here: 10K pilot screen inhibition
# An asterisk follows results filed as active; i = inactive; ? = inconclusive; . = not tested or not shown.
SMILES,VEEV TC-83 Vero,M. tuberculosis HTS,influenza NS1A,M. tuberculosis,Salmonella PhoP GFP,others
CC(=O)C1CCC2C3CCC4CC(O)CCC4(C)C3CCC12C (centres undefined),2.6%,4%,3%,11%,-7%,
COc1ccc(Cn2cccc(NC(=O)Nc3cccc(C#N)c3)c2=O)cc1,0.4%,0%,7%,5%,-5%,
CCc1ccccc1Nc1nc(N)nc(COC(=O)CCS(=O)(=O)c2ccccc2)n1,6.3%,-7%,-2%,-1%,2%,
N#Cc1cnc(SCC(=O)c2ccccc2)nc1N,6.3%,-7%,0%,19%,21%,
O=C(NCc1ccccc1)c1cccc(COc2ccc(Cl)cc2)c1,4.7%,5%,-9%,27%,-6%,
C[C@H]1CCC(=O)N([C@H](CN=[N+]=[N-])Cc2ccccc2)CC1,i,4%,5%,0%,-18%,VEEV TC-83 Vero 10K pilot screen=0.0
CN1CCN(NC(=S)NC(C)(C)CC(C)(C)C)CC1,0.7%,-9%,-5%,-8%,1%,
COc1cc(C(=O)Nc2cc(Cl)ccc2-n2cncn2)ccc1OC(F)F,3.1%,-2%,-1%,-5%,2%,
CCC(=O)N1CCN(c2ccccc2NC(=O)c2ccc(-c3cccc([N+](=O)[O-])c3)o2)CC1,7.3%,6%,5%,23%,-5%,
CC1=NN(CCc2ccccn2)C(=O)CC1,6.5%,-5%,1%,-7%,1%,
CCOc1ccccc1NC(=O)C(OC(=O)c1ccc(NC(=O)CC#N)cc1)c1ccccc1 (centres undefined),10%,4%,-7%,7%,0%,
OCCN(CCO)c1ncnc2c1sc1nc(N3CCOCC3)c3c(c12)CCCC3,i,-1%,-2%,33%,-3%,
CC(OC(=O)c1ccc(O)cc1)C(=O)Nc1nc(-c2ccccc2)cs1 (centres undefined),9.5%,5%,-15%,40%,.,
CN1CCc2nc3ccccc3c(C(=O)OCC(=O)N(CCC#N)c3ccccc3)c2C1,7.0%,-13%,6%,21%,12%,
O=C(COC(=O)c1cc(=O)c2ccccc2o1)Nc1cc(Cl)ccc1Cl,0.5%,5%,0%,22%,.,
O=C(Nc1ccc(F)cc1)C1CC(=O)n2cnnc2N1 (centres undefined),0.3%,0%,-3%,4%,12%,
COc1ccc(C(=O)Nc2nnc(C(F)(F)F)s2)cc1,0.7%,31%,0%,39%,-15%,
CN(C(=O)Nc1ccccc1)C1CCS(=O)(=O)C1 (centres undefined),0.3%,-4%,-3%,-3%,12%,
O=[N+]([O-])c1cc(Cl)cc(/C=N/NC(=S)Nc2cc(S(=O)(=O)N3CCOCC3)ccc2Cl)c1O,1.3%,9%,-7%,32%,-4%,
O/N=C/c1ccnc(SCc2ccccc2)n1,4.6%,16%,-2%,19%,-5%,

# Entries listed so far that contain an aryl thioether with sulfur outside any ring:
SMILES,VEEV TC-83 Vero,M. tuberculosis HTS,influenza NS1A,M. tuberculosis,Salmonella PhoP GFP,others
N#Cc1cnc(SCC(=O)c2ccccc2)nc1N,6.3%,-7%,0%,19%,21%,
O/N=C/c1ccnc(SCc2ccccc2)n1,4.6%,16%,-2%,19%,-5%,

# Remaining list, next part
SMILES,VEEV TC-83 Vero,M. tuberculosis HTS,influenza NS1A,M. tuberculosis,Salmonella PhoP GFP,others
CCCC(=O)N1CCC(O)(c2cccc(F)c2)CC1,i,-15%,5%,66%,16%,
COc1ccc(NC(=O)c2cccc(S(=O)(=O)N3CCc4ccccc43)c2)cn1,2.9%,-1%,0%,21%,5%,
N/C(=N\OCc1ccccc1)c1nonc1N,i,-10%,-11%,2%,2%,
O=C(Nc1ccccc1C(=O)Nc1cccnc1)c1ccccc1,1.5%,8%,-20%,7%,3%,
Cc1ccc(C)c(COC(=O)CCN=C2NS(=O)(=O)c3ccccc32)c1,1.3%,-6%,-5%,-4%,-1%,
O=C(CN1CCOCC1)N/N=C/c1cccc2ccccc12,1.2%,-2%,-2%,1%,-3%,
CC(Oc1ccc(C#N)cc1)C(=O)N1CC=C(c2ccccc2)CC1 (centres undefined),5.9%,1%,0%,25%,.,
COc1ccc(C(=O)N2CCN(c3nc4cc(C)ccc4cc3C#N)CC2)c(OC)c1,1.6%,-4%,0%,0%,6%,
CCN(CC)S(=O)(=O)c1cccc(C(=O)NCCc2ccccc2)c1,i,-4%,24%,14%,-6%,
Cc1ccc2nc(SCC(=O)c3ccc(Cl)cc3)nc(=O)n2c1,2.5%,4%,-15%,-12%,0%,
CCc1ccccc1N1C(=O)C(Cl)=C(N2CCOCC2)C1=O,0.7%,3%,-28%,-7%,8%,
COC(=O)CNC(=O)c1cc(-c2ccncc2)nc2c(C)c(Cl)ccc12,i,3%,3%,7%,-9%,
O=C1C(C2=C(O)c3ccccc3C2=O)=Nc2ccccc21,i,-19%,-1%,19%,13%,
Cc1cc(C)cc(OCC(=O)Nc2ccncc2)c1,0.3%,7%,-24%,3%,-3%,
O=C(O)C/C(=C\c1ccc(Cl)cc1)c1nc2ccccc2o1,3.2%,-6%,.,12%,3%,
COC(=O)c1ccccc1NC(=O)CSc1nc2ncccc2[nH]1,0.5%,-3%,6%,-2%,9%,
COCCN(C(=O)COC(=O)Cc1coc2cc(C)ccc12)c1c(N)n(Cc2ccccc2)c(=O)[nH]c1=O,7.8%,59%,-3%,16%,-4%,
COc1ccc(C2CC(=O)N3CN(c4ccc(C)c(Cl)c4)CSC3=C2C#N)cc1OC (centres undefined),3.2%,-1%,-6%,78%,5%,
O=C(Cc1ccccc1)c1c[nH]c(C(=O)NC2CCCC2)c1,0.6%,-8%,3%,32%,-4%,
Cc1ccc(-n2[nH]c(C)c(C=Nc3ccc(S(=O)(=O)N4CCOCC4)cc3)c2=O)c(C)c1,.,-3%,.,67%,-6%,
Cc1ccc2cc(CN(C)S(C)(=O)=O)c(=O)[nH]c2c1,1.6%,5%,.,-8%,-9%,
S=C(Nc1ccccc1)N1CCCCC1,0.1%,1%,16%,-2%,-5%,
CCCC(=O)N(c1ccc(C(=O)O)cc1)c1nc(-c2ccccc2)c(C)s1,2.8%,1%,3%,12%,-5%,
O=C1C=CC(=O)C(CNc2ccc(C(=O)OCc3ccccc3)cc2)=C1,6.7%,.,7%,.,.,
CCc1nnc(NC(=O)CCC2CCCCC2)s1,0.8%,4%,2%,-4%,-1%,
O=C(O)COc1ccccc1/C=N/NC(=O)c1cc(-c2ccccc2)nc2ccccc12,1.5%,1%,-9%,14%,-4%,
CC(c1ccon1)N(C)C(=O)c1ccc(OC2CCN(C(=O)C3CC3)CC2)cc1 (centres undefined),i,2%,1%,6%,-12%,
NC(=O)c1oc2ccccc2c1NC(=O)C1CC(=O)N(c2ccccc2)C1 (centres undefined),12%,-4%,-4%,-6%,7%,
Cc1cccc(OCC(=O)NCC(=O)N/N=C/c2ccc(N(C)C)cc2)c1,0.7%,-14%,-11%,-6%,-5%,
CCOC(=O)c1c(-c2ccccc2)csc1NC(=O)c1cc(S(=O)(=O)N2CCOCC2)ccc1C,9.5%,-7%,-6%,24%,0%,

# As a short view, part of the list above.
SMILES,VEEV TC-83 Vero,M. tuberculosis HTS,influenza NS1A,M. tuberculosis,Salmonella PhoP GFP,others
Cc1ccc2cc(CN(C)S(C)(=O)=O)c(=O)[nH]c2c1,1.6%,5%,.,-8%,-9%,
S=C(Nc1ccccc1)N1CCCCC1,0.1%,1%,16%,-2%,-5%,
CCCC(=O)N(c1ccc(C(=O)O)cc1)c1nc(-c2ccccc2)c(C)s1,2.8%,1%,3%,12%,-5%,

# Other records:
SMILES,VEEV TC-83 Vero,M. tuberculosis HTS,influenza NS1A,M. tuberculosis,Salmonella PhoP GFP,others
CSc1ncccc1C(=O)OCc1ccccc1,1.6%,-1%,-10%,3%,4%,VEEV TC-83 Vero 10K pilot screen=0.7
CCC(C)NS(=O)(=O)c1ccc(S(=O)(=O)N(CCc2ccc(OC)c(OC)c2)Cc2cccs2)cc1 (centres undefined),1.5%,5%,-3%,19%,-10%,
NC(=O)C1CN(S(=O)(=O)c2ccc(Cl)cc2F)c2ccccc2O1 (centres undefined),3.5%,11%,-4%,-5%,-11%,
COc1cscc1C(N)=O,i,3%,.,3%,11%,
CCOC(=O)CCc1c(C)nc2cc(C3CCCN(C(=O)OC(C)(C)C)C3)[nH]n2c1=O (centres undefined),1.3%,-5%,-3%,-1%,1%,
Cc1ccc(-n2c(=O)c3c(n4cnnc24)-c2ccccc2CC32CCCCC2)cc1,2.5%,14%,-3%,1%,-8%,
CCCN1CCC(=O)N([C@H](CO)CC(C)C)CC1,1.1%,7%,-21%,22%,-46%,
CCc1nc2ccc(C(=O)Nc3ccc4c(c3)OCO4)cc2nc1CC,9.2%,0%,5%,52%,10%,
CCN1CCN(c2ccc(S(=O)(=O)N3CCOCC3)cc2NC(=O)C2CCC(C(C)(C)C)CC2)CC1 (centres undefined),3.0%,.,-6%,.,.,
CCN(C(=O)c1sc(N)c(C#N)c1C)C1CCCCC1,3.5%,-1%,-20%,10%,-10%,
Cc1ccc(N2C(=O)N(CC(=O)N3CCOCC3)C(=O)C2C)cc1 (centres undefined),1.1%,6%,5%,-15%,-7%,
COc1ccc(NS(=O)(=O)c2cc(NC(=O)COc3ccccc3F)ccc2OC)cc1,0.9%,-10%,4%,22%,.,
O=C(Cn1c(=O)oc2cc(S(=O)(=O)N3CCCCC3)ccc21)N1CCCCC1,0.4%,0%,1%,6%,7%,
CCc1ccccc1NC(=S)N(Cc1ccc(C(=O)O)cc1)Cc1ccc(OC)c(OC)c1,0.4%,-2%,0%,-1%,1%,
CCC(=O)Nc1cc(-c2nn3c(C)nnc3s2)ccc1C,3.5%,-7%,-4%,-11%,8%,
CNC(=O)C(=O)NCC1OCCN1S(=O)(=O)c1ccc(C)cc1 (centres undefined),1.1%,-3%,-11%,-10%,-2%,
c1ccc(Nc2ncnc3sccc23)cc1,0.6%,-1%,0%,4%,-2%,
OC(C#CCN1CCCC1)(c1ccccc1)c1cccc(F)c1 (centres undefined),i,4%,-5%,15%,3%,
CCn1nnc(-c2ccccc2NC(=O)c2ccc(-n3cnnn3)cc2)n1,0.8%,4%,6%,44%,-11%,
NC(=O)CSCc1cccc(Br)c1,0.2%,3%,-1%,-3%,-2%,
Cc1cc(NC(=O)CCC(=O)N(CC(=O)NC2CCCC2)Cc2ccc3c(c2)OCO3)no1,0.9%,-1%,0%,-9%,4%,
CCn1c(CC(=O)Nc2ccc(C)cc2)nnc1SCC(=O)N1CCOCC1,0.3%,-6%,-4%,-7%,-6%,
COc1ccc(-c2c(-c3cccc(C)c3)oc3ccc(-c4ccc5c(c4)OCO5)cc23)cn1,0.6%,-2%,12%,8%,1%,
CCOc1ccc(N2C(=O)CC(Sc3nc(C)cc(C)n3)C2=O)cc1 (centres undefined),0.4%,-11%,4%,75%,-5%,
Cc1nn(-c2ccccc2)c(C)c1C(=O)NCCc1ccccc1,2.2%,3%,4%,-1%,5%,
CNC(=S)Nc1ccc(N2CCN(c3ccc(C(F)(F)F)cn3)CC2)nc1,5.4%,9.9µM*,.,?,2%,
CN(C(=O)c1cccc(NC(=O)Cc2cccc(NC(=O)C3CCCN(C(=O)C4CCCC4)C3)c2)c1)C1CCC1 (centres undefined),1.9%,.,-8%,.,.,
Cc1nc2ccc(NC(=O)N(C(C)C)C(C)C)cc2s1,2.9%,>100µM*,9%,?,-5%,
CCOCCCNC(=O)C1(O)c2cc(Br)ccc2NC(=O)N1c1ccc(C)c(C)c1 (centres undefined),i,-2%,-10%,3%,-8%,
NC(=O)c1snnc1-c1ccccc1,1.1%,-20%,-3%,-6%,3%,
CCOc1ccc(NC(=O)CSc2ccccc2N)cc1,0.3%,?,-8%,16%,-2%,
O=C(N/N=C/c1ccc(OCC(=O)N2CCOCC2)cc1)c1ccccc1Cl,5.3%,13%,-8%,16%,4%,
COCCNC(=O)CN(C(=O)CCC(=O)Nc1ccccn1)c1ccc(F)cc1,0.5%,-7%,-10%,0%,-3%,
c1ccc2c(N3CCOCC3)c3c(nc2c1)CCC3,0.1%,-6%,-18%,-5%,4%,
O=C(CSC1=Nc2ccccc2C2=NC(CC(=O)NCc3ccco3)C(=O)N12)NCC1CCCO1 (centres undefined),1.9%,-12%,6%,-13%,-5%,
OCCCNC(=S)Nc1ccc2nccnc2c1,0.9%,2%,-3%,1%,8%,

# Looked up by structure from the list above, three records:
SMILES,VEEV TC-83 Vero,M. tuberculosis HTS,influenza NS1A,M. tuberculosis,Salmonella PhoP GFP,others
O=C(N/N=C/c1ccc(OCC(=O)N2CCOCC2)cc1)c1ccccc1Cl,5.3%,13%,-8%,16%,4%,
CCOc1ccc(NC(=O)CSc2ccccc2N)cc1,0.3%,?,-8%,16%,-2%,
COCCNC(=O)CN(C(=O)CCC(=O)Nc1ccccn1)c1ccc(F)cc1,0.5%,-7%,-10%,0%,-3%,

# Screens from PubChem.
